From PubChem
Fam108B inh: mouse Fam108B serine hydrolase inhibitors, primary screen, counter-screen for RBBP9 inhibitor project, biochemical, fluorescence polarization | 0.33% of 300,000 active | AID 1947, 2009 | inhibition, % at 9.51 µM | recombinant Fam108B, FP-Rh probe fluorescence polarization;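 active = inhibition above the screen mean inhibition plus 3 SD, computed separately per campaign, cut at about 18% in these data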;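 note: inhibitors lower polarization as less probe binds the enzyme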
GLD-1 TGE inh: GLD-1/TGE RNA complex disruptors, primary screen, biochemical, fluorescence polarization; AID 2280, 2010; 0.44% of 320,000 active; purified GLD-1 + fluorescein TGE RNA; inhibition, % at 5.96 µM;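 active = percent inhibition above a per-plate cutoff, the plate mean of test compounds plus 3 SD, cut at about 30% in these data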;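 note: 0% = DMSO wells with GLD-1 and probe and 100% = wells lacking GLD-1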
Bcl-xL primary: inhibitors of human Bcl-xL, primary screen, biochemical, fluorescence polarization, HTS; inhibition, % at 10.9 µM; GST-Bcl-xL / FITC-Bim BH3 peptide fluorescence polarization; 0.7% of 320,000 active; Bcl-2-like protein 1 (Homo sapiens), Q07817;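 active = inhibition above the mean of all tested compounds plus 3 SD, cutoff set per campaign, cut at about 30% in these data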;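 note: 0% = DMSO wells and 100% = unlabeled Bim-BH3 peptide competitor; inhibitors lower millipolarization by displacing the labeled peptide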
PME-1 inh: PME-1 inhibitors via competitive probe labeling, primary screen, biochemical, fluorescence polarization, FP-Rh probe, HTS. Protein phosphatase methylesterase 1 (Homo sapiens), Q9Y570. recombinant PME-1. inhibition, % at 5.9 µM. 0.53% of 320,000 active. AID 2130, 2009;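 active = inhibition above the campaign mean of all compounds plus 3 SD, cut at about 26% in these data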;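 note: competitive labeling of PME-1 active site by serine hydrolase directed probe; 0% = PME-1 with DMSO and 100% = wells lacking PME-1 enzyme; inhibitors block probe labeling so polarization falls and inhibition rises; many of its hits are not listed in these tables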
Target sequence (Q9Y570 whole entry, looked up): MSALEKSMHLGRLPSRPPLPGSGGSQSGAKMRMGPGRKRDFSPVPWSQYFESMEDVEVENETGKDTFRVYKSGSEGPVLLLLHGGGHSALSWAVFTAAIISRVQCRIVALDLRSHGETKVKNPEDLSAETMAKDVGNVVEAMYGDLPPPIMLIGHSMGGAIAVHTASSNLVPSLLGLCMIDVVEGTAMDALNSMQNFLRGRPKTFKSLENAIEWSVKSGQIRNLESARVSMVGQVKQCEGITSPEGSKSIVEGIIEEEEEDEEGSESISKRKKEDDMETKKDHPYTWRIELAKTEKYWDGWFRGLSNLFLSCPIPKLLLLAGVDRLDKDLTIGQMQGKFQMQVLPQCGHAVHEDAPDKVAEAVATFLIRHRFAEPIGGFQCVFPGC
TPT1 inhibitor: Candida albicans TPT1 enzyme inhibitors, primary screen, biochemical, fluorescence polarization | tRNA 2'-phosphotransferase TPT1 (Candida albicans SC5314) | recombinant caTPT1, FP RNA substrate dephosphorylation | inhibition, % at 5 µM | 0.81% of 300,000 active;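 active = inhibition above the mean of all tested compounds plus 3 SD, set per screening campaign, cut at about 24% in these data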;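 note: plate controls were DMSO alone for no effect and ferristatin control at 100 nM for full effect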
GSTO1 inh: inhibitors of recombinant GSTO1, primary screen, counter-screen for RBBP9 inhibitor project, biochemical, fluorescence polarization; AID 1974, 2009; activity-based probe fluorescence polarization; inhibition, % at 5.96 µM; 1.1% of 300,000 active;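 active = inhibition above the campaign mean inhibition plus 3 SD, cut at about 35% in these data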;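 note: 0% = GSTO1-1 with DMSO and 100% = wells lacking GSTO1-1 enzyme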
MEX-5 binding: MEX-5 zinc finger RNA-binding disruptors – biochemical, C. elegans, fluorescence polarization, MLPCN library, primary screen; Zinc finger protein mex-5 (Caenorhabditis elegans), Q9XUB2; MEX-5/FITC-TCR2 RNA binding; active compounds read low; activity score (negative = inhibition of binding), % at 10 µM; 0.38% of 300,000 active; AID 1832, 2009;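 active = inhibition past about -25% in most replicates, and total fluorescence under double the plate's negative control median, limit read from the data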;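 note: 0% = DMSO and -100% = 5 µM competing unlabeled TCR2 RNA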
MCL1-BIM inh: inhibitors of MCL1 binding to BIM-BH3, primary screen, biochemical, fluorescence polarization. AID 2057, 2009. inhibition, % at 10.9 µM. GST-MCL1 / FITC-Bim-BH3 fluorescence polarization. 0.68% of 320,000 active. Induced myeloid leukemia cell differentiation protein Mcl-1 (Homo sapiens), Q07820;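 active = inhibition above the mean inhibition of all tested compounds plus 3 SD, set per campaign, cut at about 40% in these data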;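 note: 0% = DMSO wells and 100% = unlabeled Bim-BH3 peptide control; higher means more loss of mP so more displacement of Bim peptide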
PAD4 inh: human PAD4 inhibitors, primary screen, biochemical, fluorescence polarization, 1536-well format. Protein-arginine deiminase type-4 (Homo sapiens), Q9UM07. recombinant PAD4, RCA probe fluorescence polarization. inhibition, % at 6.36 µM. 0.41% of 330,000 active;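 active = percent inhibition above a cutoff equal to the mean of all tested compounds plus 3 SD, cut at about 15% in these data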;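 note: 0% = PAD4 with RCA probe and DMSO and 100% = probe without PAD4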
Target sequence (Q9UM07 whole entry, looked up): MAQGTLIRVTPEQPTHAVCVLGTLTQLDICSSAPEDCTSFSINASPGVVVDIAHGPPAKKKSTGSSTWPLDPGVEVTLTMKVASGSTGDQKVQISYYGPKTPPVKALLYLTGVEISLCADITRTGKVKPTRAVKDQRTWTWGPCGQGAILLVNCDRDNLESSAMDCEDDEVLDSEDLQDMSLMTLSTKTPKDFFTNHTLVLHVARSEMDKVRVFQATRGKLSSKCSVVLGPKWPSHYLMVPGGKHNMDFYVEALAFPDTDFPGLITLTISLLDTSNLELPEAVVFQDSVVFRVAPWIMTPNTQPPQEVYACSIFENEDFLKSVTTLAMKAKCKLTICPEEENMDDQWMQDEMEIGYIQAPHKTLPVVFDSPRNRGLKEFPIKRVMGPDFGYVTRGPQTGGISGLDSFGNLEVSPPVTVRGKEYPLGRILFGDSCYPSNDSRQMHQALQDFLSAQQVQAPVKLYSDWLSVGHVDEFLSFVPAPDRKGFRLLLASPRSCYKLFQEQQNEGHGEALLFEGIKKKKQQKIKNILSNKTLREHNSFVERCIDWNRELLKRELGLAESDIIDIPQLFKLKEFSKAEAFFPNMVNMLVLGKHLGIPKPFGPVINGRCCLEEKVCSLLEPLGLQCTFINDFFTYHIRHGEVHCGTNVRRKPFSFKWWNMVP
* marks the source's active call; other numbers are inactive results; · = not tested or not shown; & = joins results of further samples. Some of the compounds tested; rates above refer to the full screens.

Results follow in this order: Fam108B inh | GLD-1 TGE inh | Bcl-xL primary | PME-1 inh | TPT1 inhibitor | GSTO1 inh | MEX-5 binding | MCL1-BIM inh | PAD4 inh
1: COc1cccc(/C=N/Nc2nc(N3CCCC3)nc(N3CCCC3)n2)c1O
  11 | 2 | 1 | 6 | 0 | 4 | 0.9 | 5 | -10
2: NS(=O)(=O)c1ccc(CNC(=O)C2CCCCC2)cc1
  -5 | -1 | -1 | -3 | 1 | 3 | -0.3 | 1 | 1
3: COc1cccc(CNc2ccc(C)c(Cl)c2)c1
  1 | 3 | 2 | -2 | -2 | -1 | -2.3 | -1 | -1
4: O=C(NCc1ccccn1)c1cccc(NS(=O)(=O)c2ccccc2)c1
  2 | 2 | 4 | 1 | 1 | 3 | -0.6 | 5 | -4
5: COc1ccc(-c2nc3ccc(C(=O)NCCCN4CCOCC4)cc3nc2-c2ccc(OC)cc2)cc1
  -8 | -4 | -1 | -10 | 5 | -17 | 0.3 | 2 | -5
6: CCN(c1ccc(C)cc1)S(=O)(=O)c1nnc(NC(=O)c2ccco2)s1
  -3 | -1 | 7 | -8 | -1 | -53 | -2.9 | 7 | -4
7: COc1ccc(N2CCN(CC(=O)NC(C)c3ccccc3)CC2)cc1 (stereo not drawn)
  1 | 1 | 4 | 8 | 0 | 7 | 0.8 | 7 | -2
8: COC(=O)c1ccc(CSc2nncn2C)cc1
  0 | 7 | -1 | 2 | -2 | -6 | -1.1 | -5 | 2
9: C=CCn1c(C)cc(-c2csc(NCC)n2)c1C
  -1 | -2 | 1 | -14 | 3 | 3 | -6.7 | 0 | 0
10: COCc1ccc(C(=O)N2CCCC(C(=O)c3ccc(SC)cc3)C2)o1 (stereo not drawn)
  1 | 4 | 3 | 2 | -1 | 4 | 1.5 | 9 | 0
11: Cc1cc(OCC(=O)N(C)c2c(N)n(Cc3ccccc3)c(=O)[nH]c2=O)c(C(C)C)cc1Cl
  0 | 9 | -3 | 1 | 1 | 0 | -1.4 | -9 | 0
12: CCOC(=O)Cc1csc(NC(=O)c2ccc([N+](=O)[O-])cc2[N+](=O)[O-])n1
  5 | 7 | 6 | 4 | 1 | 12 | 0.6 | 14 | 0
13: O=C(Cn1ncc2c([nH]c3ccccc32)c1=O)N1CCCCC1
  -1 | -5 | -1 | -2 | 2 | -2 | -1.1 | -8 | -1
14: COc1cccc(C(=O)NCCNC(=O)c2cnccn2)c1
  2 | -6 | 2 | -5 | 1 | 10 | -1.1 | 0 | -2
15: O=C(OCC(=O)c1ccc[nH]1)c1cncc(Br)c1
  · | 2 | 2 | -4 | · | · | · | 6 | 5
16: CCNC(=O)COC(=O)c1csc2c1CCCC2
  2 | 6 | 2 | 0 | 1 | 1 | 2.4 | 1 | 1
17: Cc1cc(C)c(S(=O)(=O)n2c([N+](=O)[O-])cnc2C)cc1C
  -5 | 6 | 5 | -4 | 0 | -6 | 2.9 | -1 | -1
18: CCOc1ccc(NC(=O)c2ccc(OC)cc2)cc1
  -4 | -5 | 2 | -1 | -2 | 0 | -0.5 | 0 | 3
19: CC1=C(C(=O)OC2CCCCC2)C(c2ccccc2)NC(=O)N1 (stereo not drawn)
  6 | -1 | 3 | 0 | 0 | -15 | 1.0 | -4 | 4
20: COC(=O)c1ccc(NC(=O)CCN2CCN(c3ccccc3)CC2)cc1
  1 | 10 | 4 | -11 | -10 | 5 | 1.0 | 12 | 6

Part of the list above, screen by screen:
(12) CCOC(=O)Cc1csc(NC(=O)c2ccc([N+](=O)[O-])cc2[N+](=O)[O-])n1
(13) O=C(Cn1ncc2c([nH]c3ccccc32)c1=O)N1CCCCC1
(14) COc1cccc(C(=O)NCCNC(=O)c2cnccn2)c1
(15) O=C(OCC(=O)c1ccc[nH]1)c1cncc(Br)c1
(16) CCNC(=O)COC(=O)c1csc2c1CCCC2
(17) Cc1cc(C)c(S(=O)(=O)n2c([N+](=O)[O-])cnc2C)cc1C
(18) CCOc1ccc(NC(=O)c2ccc(OC)cc2)cc1
(19) CC1=C(C(=O)OC2CCCCC2)C(c2ccccc2)NC(=O)N1 (stereo not drawn)
(20) COC(=O)c1ccc(NC(=O)CCN2CCN(c3ccccc3)CC2)cc1

Assay by compound | 12 | 13 | 14 | 15 | 16 | 17 | 18 | 19 | 20
Fam108B inh | 5 | -1 | 2 | · | 2 | -5 | -4 | 6 | 1
GLD-1 TGE inh | 7 | -5 | -6 | 2 | 6 | 6 | -5 | -1 | 10
Bcl-xL primary | 6 | -1 | 2 | 2 | 2 | 5 | 2 | 3 | 4
PME-1 inh | 4 | -2 | -5 | -4 | 0 | -4 | -1 | 0 | -11
TPT1 inhibitor | 1 | 2 | 1 | · | 1 | 0 | -2 | 0 | -10
GSTO1 inh | 12 | -2 | 10 | · | 1 | -6 | 0 | -15 | 5
MEX-5 binding | 0.6 | -1.1 | -1.1 | · | 2.4 | 2.9 | -0.5 | 1.0 | 1.0
MCL1-BIM inh | 14 | -8 | 0 | 6 | 1 | -1 | 0 | -4 | 12
PAD4 inh | 0 | -1 | -2 | 5 | 1 | -1 | 3 | 4 | 6

(listing goes on)
Results follow in this order: Fam108B inh | GLD-1 TGE inh | Bcl-xL primary | PME-1 inh | TPT1 inhibitor | GSTO1 inh | MEX-5 binding | MCL1-BIM inh | PAD4 inh
21: CCOC(=O)c1c(NC(=O)C2c3ccccc3Oc3ccccc32)sc(C(=O)N(CC)CC)c1C
  -5 | 2 | 5 | -2 | 0 | -11 | 1.5 | 0 | -6
22: COC(=O)C(C)N(C(=O)c1ccc(Cl)cc1)c1c(C)cccc1C (stereo not drawn)
  -4 | 10 | 0 | 1 | -1 | -3 | 0.3 | 6 | -3
23: CC(=O)c1ccc(N2CCN(c3ncccn3)CC2)cc1
  -7 | 3 | 2 | -4 | 2 | -4 | -0.5 | 4 | -7
24: COc1cc(Cc2cnc(N)nc2N)cc(OC)c1OC
  -4&-1 | 4&2 | 2&0 | 4&-3 | -6&-3 | 4&7 | -2.9&4.2 | -8&0 | -1&3
25: CC(C)(C)CC(=O)Nc1nnc(SCC(=O)Nc2ccccc2F)s1
  -3 | 5 | -1 | 3 | -2 | 10 | -1.6 | 1 | -3
26: O=C(c1cnccn1)N1CCCC(N2CCN(c3cccc(Cl)c3)CC2)C1 (stereo not drawn)
  4 | 3 | 2 | 8 | 3 | 3 | 0.1 | -2 | -1
27: C/C(CC(=O)NC(C)(C)C)=N\NC(N)=S
  3 | 5 | -1 | -3 | -2 | -16 | -3.4 | 8 | -1
28: N#CC(c1ccc(Cl)cc1)N1CCOCC1 (stereo not drawn)
  0 | 0 | 9 | 3 | 3 | -1 | 2.3 | 5 | -4
29: O=C(CC12CC3CC(CC(C3)C1)C2)N1CCN(S(=O)(=O)c2cccs2)CC1
  3 | 4 | 7 | 2 | 2 | 1 | -0.3 | 6 | 4
30: O=C1Nc2ccccc2Nc2ccc([N+](=O)[O-])cc21
  8 | -2 | 7 | 1 | -4 | 34 | -1.0 | 8 | -11
31: O=C(CN1C(=O)COc2ccccc21)NCCN1CCOCC1
  -1 | 5 | 3 | -5 | 1 | 6 | 0.1 | -7 | -3
32: Cn1c(Cc2ccccc2)nnc1SCc1nc2ccccc2c(=O)[nH]1
  0 | -4 | 0 | -7 | 0 | -7 | 4.2 | 5 | -1
33: COC(=O)C1=C(C)N(Cc2ccc(C)cc2)C(=O)/C1=C\c1ccc(O)c(OC)c1
  2 | 13 | 10 | 9 | 8 | 34 | -0.1 | 4 | -6
34: O=C(O)Cc1n[nH]c(=O)c2ccccc12
  4 | 0 | 5 | 4 | 1 | 1 | -0.3 | 2 | 1
35: Cc1c(Cl)cccc1NC(=S)NCCCN(C)C
  1 | 0 | 4 | -4 | -2 | 5 | 0.7 | 2 | 1
36: O=C1C2C3c4ccccc4C(Br)(c4ccccc43)C2C(=O)N1c1ccccc1O (stereo not drawn)
  4 | 6 | 5 | -6 | -2 | -1 | -1.2 | 11 | -2
37: Cc1ccc(OCC(=O)N/N=C\c2c(C)[nH]n(-c3ccccc3)c2=O)c([N+](=O)[O-])c1
  1 | 2 | 21 | 11 | 1 | -11 | 0.0 | 14 | -6
38: O=C(Nc1ccc(S(=O)(=O)Nc2ncccn2)cc1)c1ccc(N2CCCC2=O)cc1
  3 | 5 | 8 | 1 | 4 | 0 | -15 | 6 | 10
39: CCCCNC(=O)Nc1cc(C(=O)OC)ccc1Cl
  -1 | 9 | 0 | 1 | 2 | -7 | 0.3 | -3 | 8
40: CC(C)(C)NCCCOc1ccc(Cl)cc1C(C)(C)C
  -5 | -3 | 6 | -1 | -3 | -2 | 0.9 | -2 | 1
41: CCOC(=O)C(C)Sc1nc2c([nH]c3ccccc32)c(=O)n1C (stereo not drawn)
  4 | 0 | -5 | 2 | -2 | 12 | -0.1 | -3 | 0
42: NC(=O)[C@H]1CC2(CC(c3cccc(NC(=O)COc4ccc(Cl)cc4)c3)=NO2)CN1C(=O)C(c1ccccc1)c1ccccc1 (stereo partly drawn)
  -32 | -2 | -3 | -45 | -4 | -22 | 6.0 | -4 | 5
43: N#C/C(=C\c1ccccc1Cl)C(=O)NC(=O)Oc1ccccc1
  2 | 2 | -1 | 6 | 1 | 7 | -2.2 | 0 | -1
44: CCOc1ccc(S(=O)(=O)NCCC(=O)NC2CCN(Cc3ccccc3)CC2)cc1
  -2 | -1 | -2 | -5 | -4 | 0 | -0.1 | 3 | 2
45: Cn1c(O)c(N=Nc2ccccc2)c2ccccc21
  1 | -5 | -1 | 4 | 7 | 4 | -1.9 | -9 | -7
46: CCOc1ccccc1NC(=O)CSc1nnc(CNC(=O)COc2ccc(Cl)cc2)o1
  -4 | -10 | 3 | 1 | -7 | 4 | -1.5 | -5 | -5
47: CC(C)(C)OC(=O)NN=C(c1ccc(O)cc1)c1ccc(O)cc1
  -4 | -2 | -3 | -3 | 0 | -7 | 2.3 | -6 | -2
48: COc1cccc(-n2ccnc2SCC(=O)Nc2cc(C)on2)c1
  2 | 4 | 1 | 1 | -1 | 5 | 0.0 | 1 | 0
49: CCOc1ccc(CNc2cccc(SC)c2)cc1
  2 | 1 | 2 | 5 | 2 | 10 | -0.2 | 3 | 2
50: CCN(CC)C(=O)/C=C/c1ccc(OC)c(S(=O)(=O)N2CCCCC2)c1
  1 | 4 | 2 | 6 | 0 | 3 | -1.5 | 14 | -1
51: CCOC(=O)c1c[nH]c2c(C(F)(F)F)cccc2c1=O
  2 | 1 | -1 | 4 | -1 | -20 | 3.8 | 0 | -8
